Compound activity as filed in PubChem.
PTPN22 inh 2 = PTPN22 phosphatase inhibitors, primary screen, biochemical, DiFMUP fluorescence, 2 µM | recombinant LYP catalytic domain | AID 640, 2007 | Tyrosine-protein phosphatase non-receptor type 22 (Homo sapiens), Q9Y2R2 | 0.21% of 96,000 active | inhibition, % at 2 µM;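 active = inhibition at 2 µM at or above a set limit, the screen mean plus 3 SD, cut at about 24% in these data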;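 also: 0% = DMSO with enzyme and 100% = enzyme fully blocked by orthovanadate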
PTPN22 act = LYP phosphatase activators, primary screen, biochemical, DiFMUP fluorescence, 2 µM. activation, % at 2 µM. recombinant LYP; 0 = plate median, 100 = signal doubled. 0.11% of 96,000 active. Tyrosine-protein phosphatase non-receptor type 22 (Homo sapiens), Q9Y2R2;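 active = activation at 2 µM above a set limit, the mean plus 5 SD, cut at about 37% in these data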
S1P2 ag = S1P2 receptor agonists, primary screen, cell-based. Sphingosine 1-phosphate receptor 2 (Homo sapiens), O95136. S1P2-expressing cell line, agonist reporter read-out. activation, % at 4.5 µM. 0.46% of 97,000 active. AID 729, 2007; in the data active = activation above about 16%;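 also: 0% = vehicle low control and 100% = maximal reference agonist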
S1P2 blocker = human S1P2 receptor antagonists, primary screen, cell-based; Sphingosine 1-phosphate receptor 2 (Homo sapiens), O95136; cell-based S1P2 antagonist assay, inhibition at 5 uM; inhibition, % at 5 µM; 0.21% of 97,000 active; AID 736, 2007; in the data active = inhibition above about 45%;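 also: CRE beta-lactamase reporter cells expressing human S1P2 stimulated with S1P; 0% = agonist at EC80 alone and 100% = agonist plus reference antagonist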
PostGolgi ctrl = growth inhibition of yeast control strain, primary screen, counter-screen for post-Golgi transport modulator project; 5% of 98,000 active; AID 738, 2007; inhibition, % at 10 µM; efflux-deficient yeast background strain, growth absorbance A615, 16 h
PostGolgi yeast = phenotypic screen on post-Golgi transport, primary screen | post-Golgi transport phenotypic cell assay | inhibition, % at 10 µM | 0.9% of 98,000 active;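 also: yeast cells grown in 1536-well plates; yeast grown about 18 h at 30C before absorbance read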
FAK blocker = FAK kinase inhibitors, primary screen, biochemical; biochemical FAK kinase activity assay; inhibition, %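 (tested at 7 µM)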; 0.84% of 97,000 active; AID 727, 2007; in the data active = inhibition above about 19%;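 also: 0% = DMSO and 100% = reference compound high control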
EphB4 antag = EphB4-ephrin-B2 interaction antagonists, primary screen, biochemical, TNYL-RAW peptide probe, fluorescence polarization | EphB4 LBD / TNYL-RAW-Alexa532 peptide | AID 720, 2007 | Ephrin type-B receptor 4 (Homo sapiens), P54760 | 0.15% of 97,000 active | inhibition, % at 7 µM;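 active = inhibition above the screen-wide mean inhibition plus 3 SD, cut at about 15% in these data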;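 also: 0% = DMSO wells and 100% = excess unlabeled TNYL-RAW peptide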
Target sequence (P54760 whole entry, looked up, the tested form may be a part): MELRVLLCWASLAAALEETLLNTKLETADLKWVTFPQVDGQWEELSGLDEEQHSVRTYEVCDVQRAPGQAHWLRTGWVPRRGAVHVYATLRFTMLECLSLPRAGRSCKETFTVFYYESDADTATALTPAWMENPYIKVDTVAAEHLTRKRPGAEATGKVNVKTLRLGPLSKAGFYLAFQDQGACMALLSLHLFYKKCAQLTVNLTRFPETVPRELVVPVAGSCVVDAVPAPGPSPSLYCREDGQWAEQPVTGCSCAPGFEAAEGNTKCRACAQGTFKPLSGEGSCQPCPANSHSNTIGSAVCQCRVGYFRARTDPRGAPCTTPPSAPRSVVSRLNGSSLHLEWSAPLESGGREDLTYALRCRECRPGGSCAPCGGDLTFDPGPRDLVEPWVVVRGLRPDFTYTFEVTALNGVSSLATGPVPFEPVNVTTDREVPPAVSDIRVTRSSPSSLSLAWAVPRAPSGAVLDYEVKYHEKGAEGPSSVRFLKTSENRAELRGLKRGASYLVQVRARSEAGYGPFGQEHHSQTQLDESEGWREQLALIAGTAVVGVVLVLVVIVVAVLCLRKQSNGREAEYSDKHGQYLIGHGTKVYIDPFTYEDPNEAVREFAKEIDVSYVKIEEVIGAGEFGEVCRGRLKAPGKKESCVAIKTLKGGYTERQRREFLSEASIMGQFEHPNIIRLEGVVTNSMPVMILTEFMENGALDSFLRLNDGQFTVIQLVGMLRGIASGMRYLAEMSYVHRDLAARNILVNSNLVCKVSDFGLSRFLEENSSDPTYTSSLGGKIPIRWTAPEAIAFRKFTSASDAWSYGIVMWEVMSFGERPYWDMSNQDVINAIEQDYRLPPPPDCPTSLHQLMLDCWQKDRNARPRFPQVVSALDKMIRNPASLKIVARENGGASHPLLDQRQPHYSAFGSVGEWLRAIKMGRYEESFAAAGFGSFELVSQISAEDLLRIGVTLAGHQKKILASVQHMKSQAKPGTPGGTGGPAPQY
HIV Rev-RRE inh = HIV-1 Rev-RRE binding inhibitors, primary screen, biochemical, FRET, protein-RNA interaction; Rev peptide-RRE RNA binding; 0.79% of 97,000 active; inhibition, % at 8 µM; P05866;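 active = inhibition above the screen-wide mean plus 3 SD, cut at about 35% in these data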;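 also: 0% = median DMSO wells and 100% = median Neomycin B control wells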
Target sequence (P05866 whole entry, looked up): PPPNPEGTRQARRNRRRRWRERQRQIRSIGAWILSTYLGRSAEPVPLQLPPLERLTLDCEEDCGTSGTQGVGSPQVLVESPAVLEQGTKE
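Test system – labelled RRE RNA duplex and labelled Rev peptide · Signal – fluorescein-to-Cy5 FRET, 480 nm excitation · Evaluation – % inhibition of FRET ratio versus controls · Benchmarks – DMSO low control, neomycin B high control · Incubation – 5 min RNA-compound premix plus 15 min binding step, 25 °C · Medium – HEPES pH 7.5 salt buffer with EDTA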
Starred values were filed as active, the others as inactive; · = not tested or not shown. Rule as the data show it, unless noted: active = inhibition above about 30%; inactive = the rest. No enrichment for hits, and some 7% of all compounds hit somewhere here.

SMILES | PTPN22 inh 2 | PTPN22 act | S1P2 ag | S1P2 blocker | PostGolgi ctrl | PostGolgi yeast | FAK blocker | EphB4 antag | HIV Rev-RRE inh
O=C(CCC1COc2ccccc2O1)N1CCCC1 (stereo not drawn) | -4 | 4 | -2 | -5 | 4 | 0 | 0 | -6 | 6
Cn1nnc2cc(C(=O)N3CCN(c4ccccc4)CC3)ccc21 | -19 | 18 | -5 | 3 | 2 | -9 | 1 | 5 | 6
COc1cc(NC(=O)c2ccc(Cl)cc2)c(OC)cc1NC(=O)CN1CCOCC1 | 3 | -5 | 0 | 9 | 12 | 11 | -2 | -2 | 9
CN(C(=S)NC1=CCS(=O)(=O)C1)C1CCCCC1 | -3 | 4 | -4 | -1 | 10 | 0 | 0 | -1 | 2
COc1ccc(CCNc2nc3ccccc3n3nnnc23)cc1OC | 0 | 0 | -2 | -23 | -2 | -17 | -11 | -2 | 23
CC1Cc2ccccc2N1C(=O)CSc1nnc(-c2ccccc2)c(-c2ccccc2)n1 (stereo not drawn) | 5 | -2 | -5 | -8 | 23 | 0 | 3 | -6 | 1
O=C(CCn1c(=O)[nH]c2ccsc2c1=O)N(CCc1ccccc1)Cc1ccccc1 | 1 | 3 | -4 | -24 | 14 | 6 | 0 | 3 | 14
O=C1CC(c2ccccc2)CC(O)=C1C=NCc1ccc(Cl)cc1 (stereo not drawn) | 2 | 1 | -9 | -9 | 20 | -16 | -2 | -2 | 7
Nc1ccc(N2CCN(C(=O)c3ccco3)CC2)cc1 | 2 | 0 | -7 | 2 | 8 | -1 | 5 | -6 | 3
CCN(CC)C(NC(=O)Cc1ccccc1)C(Cl)(Cl)Cl (stereo not drawn) | 0 | 5 | -8 | -11 | 6 | 5 | 1 | -2 | 4
COc1ccc(NC(=O)CSC2CCCCC2)cc1 | 0 | 4 | -6 | -14 | -2 | -14 | -1 | 0 | -4
N#Cc1c(NCCCO)nc(-c2ccccc2)c2c1CCCC2 | -14 | 11 | 2 | 0 | 47* | 9 | -4 | -1 | 7
CCOC(=O)c1[nH]c(C)c(C(=O)Nc2ccccc2F)c1C | -9 | 4 | 2 | -5 | -1 | 2 | -2 | -10 | 10
C=CCn1c(C)cc(C(=O)COC(=O)C2CC(=O)N(Cc3ccccc3)C2)c1C (stereo not drawn) | 0 | -3 | -1 | 3 | -5 | -3 | -2 | -3 | -6
CCCn1c(=N)n(CC(O)COc2cccc(C)c2)c2ccccc21 (stereo not drawn) | 11 | -10 | -3 | 25 | 20 | 2 | -2 | -8 | 0
O=C(O)CCS(=O)(=O)c1cccc2cccnc12 | -22 | 19 | -5 | -3 | 9 | 3 | 4 | -5 | 1
Cc1ccc(S(=O)(=O)N2CCN(S(=O)(=O)N(C)C)CC2)c(C)c1 | 2 | -4 | 0 | 1 | 7 | 13 | 0 | -1 | 0
O=C1c2ccccc2C(Nc2ccc(S(=O)(=O)N3CCCCCC3)cc2)N1c1ccccn1 (stereo not drawn) | 2 | -5 | -7 | -1 | -3 | -3 | -1 | -7 | 4
CCCCCCn1c(-c2ccco2)nc2oc3cc(OC)ccc3c(=O)c2c1=O | 6 | -6 | -2 | -22 | 15 | 0 | 9 | -1 | 9
CN(C)C=Nc1nonc1-c1ncn[nH]1 | 1 | -2 | -7 | 11 | -1 | 0 | -10 | -4 | 5
Cc1noc(/C=C/N(C)C)c1S(=O)(=O)N1CCCC(C(=O)NCc2cccs2)C1 (stereo not drawn) | 12 | -15 | -3 | -16 | 5 | 4 | -2 | -3 | 1
CC/C(=N\NC(=O)c1ccc2c(c1)OCO2)C12CC3CC(CC(C3)C1)C2 | 9 | -6 | -4 | -8 | 23 | -1 | 0 | 0 | 0
Cc1ccc(C(=O)NCCCCNC(=O)c2ccc(C)o2)o1 | -1 | -1 | 0 | 14 | -1 | 2 | 0 | 5 | 5
COCC(=O)Nc1ccc(Br)cc1 | -3 | 3 | -4 | -2 | 37* | -3 | 2 | -1 | -1
CC(C(=O)Nc1ccccc1C(=O)N1CCCC1)n1nnc2ccccc21 (stereo not drawn) | -2 | 0 | -6 | 8 | -8 | 13 | -4 | -6 | 0
O=C(c1ccco1)N(Cc1ccc([N+](=O)[O-])cc1)c1ccc(Br)cc1 | 5 | 0 | -1 | 0 | 45* | 0 | 12 | 7 | 12
C/C(=N\NC(=O)C1CC1c1ccccc1)c1cccs1 (stereo not drawn) | 9 | -5 | -4 | 8 | 1 | -4 | 2 | 1 | -2
CNC(=O)CSc1nnc(-c2cccs2)o1 | 7 | -7 | -8 | 3 | 5 | 5 | 0 | 4 | 10
CC(=O)Nc1ccc(NC(=O)C2CCCN(c3ncccn3)C2)cc1 (stereo not drawn) | 1 | -5 | -2 | -18 | · | · | -1 | 0 | -1
O=C(CN1CCOCC1)Nc1c2c(nc3c1CCC3)CCC2 | 3 | -5 | -8 | 7 | 8 | -5 | 2 | 1 | 9
C=CCn1c(=S)[nH]c2nc3c(cc2c1=O)COC(C)(C)C3 | -16 | 20 | -5 | -19 | 7 | 0 | -2 | -2 | 8
CC1CC(C)(C)NCc2ccccc21 (stereo not drawn) | -15 | 12 | -7 | 17 | -12 | 0 | -2 | 2 | 6
Cc1ccc2c3c(c(SCC(=O)Nc4nccs4)nc2c1)CCCC3 | 0 | 3 | -2 | -3 | 0 | 7 | -6 | -10 | 5
CC(=O)N(Cc1cc2c(C)cc(C)cc2[nH]c1=O)C1CCCCC1 | -4 | 2 | -6 | 15 | 4 | 20 | -4 | 2 | 3
O=C1C/C(=C/NCc2ccccc2)C(=O)N1 | -3 | 1 | -11 | 2 | -3 | 4 | 5 | 7 | 8
CCOC(=O)Cc1nn(C)c(=O)c2ccccc12 | -4 | 4 | -5 | 3 | -7 | -1 | 7 | 5 | 7
O=C(NCc1ccccn1)c1ccc(/C=N/O)nc1 | -2 | 1 | -2 | 13 | 0 | 4 | 4 | 0 | 2
COc1ccc(C)cc1Cn1c(S(C)(=O)=O)nc2ccccc21 | 2 | 1 | -5 | 6 | 16 | 13 | -6 | -5 | 5
CC(OCc1ccccc1)C(NC(=O)OC(C)(C)C)C(=O)NCC1CCCO1 (stereo not drawn) | -12 | 10 | -4 | -14 | -5 | 23 | -2 | 7 | 0
COCCCn1c(SCC(=O)Nc2nnc(C)s2)nnc1-c1ccoc1C | 13 | -14 | -7 | 4 | 4 | -10 | -1 | 2 | 6

5 entries already listed, ordered by length of the SMILES, smallest number first:
SMILES | PTPN22 inh 2 | PTPN22 act | S1P2 ag | S1P2 blocker | PostGolgi ctrl | PostGolgi yeast | FAK blocker | EphB4 antag | HIV Rev-RRE inh
O=C(NCc1ccccn1)c1ccc(/C=N/O)nc1 | -2 | 1 | -2 | 13 | 0 | 4 | 4 | 0 | 2
C/C(=N\NC(=O)C1CC1c1ccccc1)c1cccs1 (stereo not drawn) | 9 | -5 | -4 | 8 | 1 | -4 | 2 | 1 | -2
Cc1ccc(C(=O)NCCCCNC(=O)c2ccc(C)o2)o1 | -1 | -1 | 0 | 14 | -1 | 2 | 0 | 5 | 5
CC(OCc1ccccc1)C(NC(=O)OC(C)(C)C)C(=O)NCC1CCCO1 (stereo not drawn) | -12 | 10 | -4 | -14 | -5 | 23 | -2 | 7 | 0
O=C(c1ccco1)N(Cc1ccc([N+](=O)[O-])cc1)c1ccc(Br)cc1 | 5 | 0 | -1 | 0 | 45* | 0 | 12 | 7 | 12

(continued)
SMILES | PTPN22 inh 2 | PTPN22 act | S1P2 ag | S1P2 blocker | PostGolgi ctrl | PostGolgi yeast | FAK blocker | EphB4 antag | HIV Rev-RRE inh
CN(CC(=O)NCc1ccncc1)S(=O)(=O)c1ccccc1 | 3 | -2 | -5 | 10 | -8 | 3 | 1 | -9 | 12
CC(C)CC1C(C#N)=C(N)SC(N)=C1C#N | -8 | 6 | -3 | 19 | 7 | 3 | -4 | 3 | 13
CNC(=O)COC(=O)c1nc(-n2nc(C)cc2C)ccc1Cl | 8 | -4 | -7 | -5 | 1 | 4 | 0 | 12 | 7
CN(CCC#N)S(=O)(=O)c1ccc2c(c1)c(=O)n(C)c(=O)n2C | -9 | 11 | -1 | -24 | 8 | -2 | 1 | -3 | 4
COc1cc([N+](=O)[O-])ccc1NC(=O)CCCOc1ccccc1 | 12 | -7 | -4 | 16 | 17 | 1 | 0 | -1 | 8
O=C(CSc1nc2ccccc2o1)NCCOc1ccccc1 | -14 | 13 | -7 | -14 | 10 | -1 | 5 | -10 | 6
O=C(Cc1ccc(-n2c(=S)[nH]c3ccccc3c2=O)cc1)N1CCC(N2CCCCC2)CC1 | 3 | -1 | -3 | 5 | -1 | -15 | -2 | 7 | 2
CCOc1ccc(NCCC(=O)c2ccc3c(c2)OCO3)cc1 | 14 | -15 | -3 | 2 | -2 | 15 | -2 | 2 | -4
O=C(Nc1nnc(-c2ccco2)o1)C1CCCCC1 | -8 | 5 | -5 | -12 | 3 | -11 | -2 | -8 | -3
C=CCOc1c(Br)cc(CNn2nnnc2N)cc1OCC | -3 | 7 | -3 | 6 | -5 | 9 | 3 | -2 | 6
COc1ccc(OCc2nc(N)nc(Nc3cccc(C)c3C)n2)cc1 | 6 | -8 | -4 | 5 | 6 | 3 | 1 | -3 | 2
CCC(=O)NC(=S)Nc1cccc(Cl)c1N1CCCCC1 | 7 | -3 | 6 | -4 | 45* | 2 | 4 | 2 | 2
c1ccc2nc(-c3ccc(N4CCOCC4)cc3)ccc2c1 | · | · | -4 | 19 | 12 | -2 | -11 | 2 | 0
NC(=O)C1CCN(C2OC(=O)c3ccccc32)CC1 (stereo not drawn) | 1 | -1 | -2 | 21 | -7 | -5 | 1 | 10 | 0
O=C(c1ccc2c(c1)OCO2)N1CCc2ccccc2C1 | -1 | 1 | -4 | 0 | 12 | -2 | 5 | -3 | 5
COC(=O)c1c(C)[nH]c(C(C)=O)c1C | -4 | 1 | -4 | -1 | -4 | -4 | 11 | 6 | 6
COc1ccc(C(=O)c2coc3ccc(O)c(CN4CCOCC4)c23)cc1 | -6 | 3 | -6 | 5 | -6 | 0 | -4 | -4 | 8
CCOC(=O)N1CCC(NC(=O)C2CCN(S(=O)(=O)N3CCC(C)CC3)CC2)CC1 | 5 | -8 | -3 | 21 | 0 | -2 | 4 | 5 | -1
CCCCCCOC(=O)Sc1nc2ccccc2o1 | 0 | -4 | -8 | 0 | 9 | 34* | -1 | 7 | 20
CCc1nccn1S(=O)(=O)c1ccc(C)c(C)c1 | -3 | 2 | -6 | -1 | -3 | 1 | 5 | -1 | 13
CN(CC(=O)NCCc1ccc(Cl)cc1)S(=O)(=O)c1ccc2c(c1)c(=O)n(C)c(=O)n2C | -4 | 3 | -7 | 19 | 12 | -3 | 1 | 0 | 12
COc1ccccc1NC(=O)C1CC(=O)OC1c1ccccc1 (stereo not drawn) | -2 | 1 | -4 | 4 | 1 | -2 | 5 | 7 | 7
COc1ccc(C(=O)NC(=S)N2CCCCC2)cc1 | 1 | 2 | -1 | -6 | -3 | 12 | -3 | 5 | 5
CCOc1ccc(NC(=O)CSc2nnc(-c3ccccn3)n2N)cc1 | 2 | -4 | -8 | 14 | 5 | 4 | 2 | -4 | 8
N#C/C=C1\n2c(nc3ccccc32)OC12CCCCC2 | -6 | 2 | -3 | -33 | 2 | 5 | -1 | -9 | 1
CCOc1c2ccc(C(=O)NCc3ccc4c(c3)OCO4)cc2nn1C | -4 | 2 | -2 | 9 | 24 | 16 | 0 | 0 | 0
